MazF activator = activators of E. coli MazEF toxin-antitoxin RNase, primary screen, biochemical, fluorescence, uHTS. AID 504720, 2011. FAM/BHQ RNA-DNA oligo cleavage fluorescence, 5 h. 350,000 tested, 0.32% active. activation, % at 20 µM. Endoribonuclease toxin MazF (Escherichia coli (strain K12)), P0AE70; in the data active means activation above about 50%
Target sequence (P0AE70 whole entry, looked up): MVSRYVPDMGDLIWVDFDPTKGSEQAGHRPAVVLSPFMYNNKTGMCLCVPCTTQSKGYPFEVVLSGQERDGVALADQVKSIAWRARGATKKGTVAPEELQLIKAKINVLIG
GDH-TPI counter = GDH-TPI coupling enzyme inhibitors, primary screen, artefact control for M. tuberculosis FBA inhibitor project, biochemical, absorbance, full deck; GDH-TPI coupled enzyme counterscreen, NADH absorbance; inhibition, % at 4.8 µM; 360,000 tested, 1.2% active; AID 588335, 2011; in the data active means inhibition above about 30%;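 further: 0% = DMSO wells and 100% = wells lacking the enzyme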
Mtb FBA inh = Mtb FBA enzyme inhibitors, primary screen, biochemical, fluorescence, strain H37Rv. Fructose-bisphosphate aldolase (Mycobacterium tuberculosis (strain ATCC 25618 / H37Rv)), …. purified M. tuberculosis FBA, fluorescence read-out. inhibition, % at 1 µM. 360,000 tested, 2.3% active. AID 588726, 2011; in the data active means inhibition above about 27%;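 further: 0% = vehicle and 100% = reference inhibitor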
Target sequence (P9WQA3 whole entry, looked up): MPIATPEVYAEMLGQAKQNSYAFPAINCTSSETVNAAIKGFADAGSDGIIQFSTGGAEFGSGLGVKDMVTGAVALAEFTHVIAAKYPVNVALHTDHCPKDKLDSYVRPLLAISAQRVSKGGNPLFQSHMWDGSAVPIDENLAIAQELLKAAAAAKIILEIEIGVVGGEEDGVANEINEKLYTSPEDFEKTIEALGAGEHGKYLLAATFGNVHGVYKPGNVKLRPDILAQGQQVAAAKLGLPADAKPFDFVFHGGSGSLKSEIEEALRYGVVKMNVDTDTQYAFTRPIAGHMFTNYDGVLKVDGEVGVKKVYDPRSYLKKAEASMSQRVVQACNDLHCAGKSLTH
PriA SSB inh = inhibitors of Klebsiella pneumoniae PriA binding to SSB C-terminal tail, primary screen, biochemical, AlphaScreen; PriA–SSB C-terminal tail interaction (Klebsiella pneumoniae); AlphaScreen SSBct-PriA binding, biotinylated peptide; inhibition, % at 33 µM; 430,000 tested, 0.6% active; AID 1272365, 2023; in the data active means inhibition mostly above about 37%, no sharp cut-off; inactive means mostly below about 20%;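 further: plate controls were negative control peptide for no effect and reference peptide for full effect; strong numbers were not always called active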
Rv3671c protease = Rv3671c serine protease inhibitors, primary screen, biochemical, fluorescence polarization, M. tuberculosis H37Rv. AID 2606, 2010. 320,000 tested, 0.048% active. inhibition, % at 5.96 µM; in the data active means inhibition above about 38%;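 further: extracellular domain of Rv3671c used as enzyme; 0% = enzyme with DMSO and 100% = no enzyme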
Target sequence (P9WHR9 whole entry, looked up, the tested form may be a part): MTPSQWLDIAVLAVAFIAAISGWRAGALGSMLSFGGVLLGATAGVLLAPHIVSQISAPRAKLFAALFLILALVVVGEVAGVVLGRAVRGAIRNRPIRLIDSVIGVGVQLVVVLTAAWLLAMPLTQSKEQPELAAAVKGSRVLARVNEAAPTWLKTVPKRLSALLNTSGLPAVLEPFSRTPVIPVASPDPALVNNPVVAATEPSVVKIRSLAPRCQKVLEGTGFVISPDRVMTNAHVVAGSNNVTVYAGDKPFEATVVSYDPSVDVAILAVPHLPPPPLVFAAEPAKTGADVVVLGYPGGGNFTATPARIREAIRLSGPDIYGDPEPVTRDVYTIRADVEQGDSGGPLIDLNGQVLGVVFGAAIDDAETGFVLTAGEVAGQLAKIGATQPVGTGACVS
BioA inh = M. tuberculosis BioA enzyme inhibitors, primary screen, biochemical, plate reader, single point, HTS | AID 602481, 2012 | 7,8-diaminopelargonic acid synthase BioA (Mycobacterium tuberculosis) | purified M. tuberculosis BioA enzyme | 360,000 tested, 0.096% active | inhibition, % at 9.99 µM; in the data active means inhibition above about 40%
Mtb UGM inh = M. tuberculosis UGM enzyme inhibitors, primary screen, biochemical, fluorescence polarization, single point. UDP-galactopyranose mutase (Mycobacterium tuberculosis (strain ATCC 25618 / H37Rv)), …. purified UGM, fluorescence polarization probe displacement. inhibition, % at 10 µM. 320,000 tested, 0.06% active; in the data active means inhibition above about 10%, passing the limit was not always enough
Vc quorum ag = inducers of Vibrio cholerae quorum light production without autoinducers, primary screen, BH1578 luxS cqsA deficient, single point; V. cholerae BH1578 lux reporter, luminescence, 6 h; activation, % at 18.7 µM; 350,000 tested, 0.16% active; AID 588436, 2011; in the data active means activation mostly above about 9.7%, no sharp cut-off; further: not every result past the cut was called active; inactives centre near 0; reference of the scale not given here
SARS 3CLpro inh = SARS-CoV 3CLpro protease inhibitors, primary screen, biochemical, quenched FRET | recombinant SARS-CoV 3CLpro, quenched FRET peptide cleavage | inhibition, % at 6 µM | 290,000 tested, 0.14% active | AID 1706, 2009; in the data active means inhibition above about 12%
VHR inh abs = VHR1 phosphatase inhibitors, primary screen, biochemical, absorbance, uHTS | recombinant VHR phosphatase, pNPP absorbance | inhibition, % at 13.3 µM | 290,000 tested, 0.52% active; in the data active means inhibition above about 50%; further: some compounds called inactive have numbers as strong as hits
Target sequence (P51452 whole entry, looked up): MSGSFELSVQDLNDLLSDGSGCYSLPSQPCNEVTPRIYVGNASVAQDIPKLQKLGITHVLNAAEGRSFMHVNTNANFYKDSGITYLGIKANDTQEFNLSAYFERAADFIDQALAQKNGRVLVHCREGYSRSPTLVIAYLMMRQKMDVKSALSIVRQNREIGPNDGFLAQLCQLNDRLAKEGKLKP
The depositor's hits bear a star; i = inactive; x = not tested or not shown.

SMILES | MazF activator | GDH-TPI counter | Mtb FBA inh | PriA SSB inh | Rv3671c protease | BioA inh | Mtb UGM inh | Vc quorum ag | SARS 3CLpro inh | VHR inh abs
Cc1ccccc1CSc1nnc(Cn2c(=O)sc3ccccc32)n1C | -3 | 14 | 3 | -5 | 1 | -1.1 | -1.8 | -0.2 | 2 | 1
C[C@@H]1CC=C[C@@H]2[C@H]1C(=O)N(Cc1ccccc1)[C@H]2c1cccc(Br)c1 | 1 | 10 | 0 | 1 | x | 0.1 | x | 0.9 | x | x
Nn1c(SCC(=O)Nc2c(F)cc(F)cc2Br)nnc1C1CCCCC1 | 5 | -12 | -3 | -12 | -4 | 0.3 | 0.2 | -0.4 | -1 | 21
COCCn1c(N2CCN(c3ccc(OC)cc3)CC2)nc2c1c(=O)[nH]c(=O)n2C | 2 | 10 | -5 | -4 | 1 | -6.6 | -1.9 | i | 2 | 12
O=C1NC[C@@H](c2ccccc2)OC(=O)[C@@H](Cc2ccc(F)cc2)C/C=C\C[C@@H]1CC(=O)N(CCO)Cc1ccccc1 | -2 | 1 | -1 | 20 | -84 | 0.5 | 3.7 | i | x | x
Cc1cc(C(C)(C)C)cc(C)c1CCNC(=O)c1ccc[n+]([O-])c1 | 8 | -3 | -3 | 5 | -4 | 1.5 | -0.8 | -9.4 | 2 | 6
COc1ccc(OCC(=O)Nc2ccc(NC(=O)c3ccco3)c(C)c2)cc1 | -16 | 1 | 2 | 5 | x | -2.9 | x | -0.1 | -1 | 39
Cc1c(NC(=O)c2ccccc2N(C)S(=O)(=O)c2ccccc2)c(=O)n(-c2ccccc2)n1C | 7 | -12 | -2 | -4 | 0 | 0.1 | 0.3 | -2.2 | -1 | 22
COc1ccc(C(=O)NC2CCN(C(=O)NCc3ccccc3)CC2)cc1 | 8 | -4 | -1 | 9 | 2 | -0.5 | 1.7 | -0.5 | 5 | -22
O=S(=O)(Nc1ccc(C(O)(C(F)(F)F)C(F)(F)F)cc1)c1cccc2ccccc12 | x | -2 | -5 | x | x | 7.4 | x | i | x | x
CCOc1ccc(N(CC(=O)N2CCN(c3ccccc3F)CC2)S(=O)(=O)c2c(C)noc2C)cc1 | -16 | 2 | 1 | 1 | -5 | -1.8 | 4.4 | i | 3 | 12
CCc1ccc2c(c1)C(c1ccc([N+](=O)[O-])cc1)=NNC(c1ccccc1)=N2 | 7 | 7 | -3 | 4 | 3 | x | -2.2 | 3.6 | -4 | 13
COC(=O)c1ccc(C)c(NC(=O)Cc2coc3cc(OC)ccc23)c1 | -2 | 21 | 1 | -8 | -17 | -1.5 | -0.5 | -6.7 | 2 | 18
O=C(NC1CCCC1)C(c1cccs1)N(C(=O)c1ccco1)c1ccc2c(c1)OCO2 (centres undefined) | -10 | -4 | 0 | 0 | -1 | 0.4 | -0.9 | -2.0 | 1 | 13
Cc1ccc(F)cc1CNC(=O)C1CCC(=O)N(CC2CCCCC2)C1 (centres undefined) | -8 | -1 | 0 | -6 | -3 | 0.3 | 1.5 | i | 1 | -6
CCOC(=O)[C@H]1[C@H]2COc3ccc(C)cc3[C@@H]2N2C(=O)c3ccc(F)cc3NC(=O)[C@@]12C | 7 | 2 | 3 | -13 | 5 | -0.1 | 0.9 | i | x | x
Cc1cc(SCC(=O)OC(C)C(=O)N(C)c2ccccc2)nc2ccccc12 (centres undefined) | -1 | 2 | 2 | -8 | 0 | 1.6 | 0.2 | -5.6 | x | x
CC(=O)/C(=C\N(C)C)Sc1ccc(Cl)cc1 | -2 | 29 | -4 | -2 | 4 | x | 0.3 | -0.4 | 6 | 8
Cc1ccc(S(=O)(=O)Cc2ccc(C(=O)N3CCN(c4ccc(F)cc4)CC3)o2)cc1 | -6 | -3 | 1 | 7 | 2 | 0.8 | 3.8 | -0.2 | 1 | 11
N/C(Cc1ccc(Cl)cc1Cl)=N\OC(=O)Cc1ccc(Cl)cc1 | -8 | 4 | -1 | x | 0 | x | -2.0 | i | 9 | -4
CCOC(=O)N1CCN(C(=O)Nc2ccc3nc(-c4ccccn4)c(-c4ccccn4)nc3c2)CC1 | 5 | 7 | 21 | -13 | -7 | 0.0 | -1.1 | i | 3 | -2
COc1ccc(NC(=S)Nc2ccc(OC(F)F)cc2)cn1 | 3 | 1 | 3 | -8 | 4 | x | 0.2 | 1.4 | 3 | 18
Cc1ccc(NC(=O)Cn2cnc3c(cnn3C(C)(C)C)c2=O)cc1 | 2 | 3 | 1 | -8 | -12 | -0.7 | 6.3 | x | 8 | 18
CCOc1ccc(CN2CCC(n3nccc3NC(=O)c3ccccc3OC)CC2)cc1 | -3 | 4 | 1 | -9 | -3 | 2.1 | -0.9 | i | -2 | 19
COC(=O)c1ccccc1NC(=O)CSc1n[nH]c(CC(C)C)n1 | 6 | 2 | 3 | -3 | -4 | -1.9 | -2.6 | 0.0 | -5 | 19

Shown with tabs: entries from further up.
structure	MazF activator	GDH-TPI counter	Mtb FBA inh	PriA SSB inh	Rv3671c protease	BioA inh	Mtb UGM inh	Vc quorum ag	SARS 3CLpro inh	VHR inh abs
CC(=O)/C(=C\N(C)C)Sc1ccc(Cl)cc1	-2	29	-4	-2	4	x	0.3	-0.4	6	8
Cc1ccc(F)cc1CNC(=O)C1CCC(=O)N(CC2CCCCC2)C1 (centres undefined)	-8	-1	0	-6	-3	0.3	1.5	i	1	-6
COC(=O)c1ccccc1NC(=O)CSc1n[nH]c(CC(C)C)n1	6	2	3	-3	-4	-1.9	-2.6	0.0	-5	19

More structures
SMILES | MazF activator | GDH-TPI counter | Mtb FBA inh | PriA SSB inh | Rv3671c protease | BioA inh | Mtb UGM inh | Vc quorum ag | SARS 3CLpro inh | VHR inh abs
O=C(NCCN1CCOCC1)c1cc2n(n1)C(C(F)(F)F)CC(c1ccc(F)cc1)N2 (centres undefined) | -5 | 0 | 0 | -6 | 3 | 0.1 | -2.8 | -2.9 | -2 | 21
CCCCNC(=O)CCCCCNS(=O)(=O)c1ccc(Br)cc1 | -2 | 0 | 6 | 4 | -1 | x | 1.0 | 0.1 | 1 | 6
O=C(COc1ccc(F)cc1Cl)Nc1ccc(S(=O)(=O)Nc2nccs2)cc1 | -1 | 0 | 1 | 3 | -4 | -0.2 | -0.9 | -0.8 | x | x
CC1Cc2ccccc2N1C(=O)COC(=O)c1cccnc1Cl (centres undefined) | 6 | 6 | 1 | -17 | 1 | 21 | 3.1 | -2.7 | 1 | 17
Cc1ccc(N(CCC#N)C(=O)COC(=O)c2nc3nc(C)cc(C)n3n2)cc1 | 4 | 1 | -2 | -3 | 6 | 0.2 | -0.9 | -1.4 | x | x
O=C(Cc1coc2ccc3ccccc3c12)Nc1nnc(C2CC2)s1 | 4 | 3 | 3 | -14 | -5 | -0.8 | 2.7 | -0.1 | 2 | 17
Cc1ccc(N(C(=O)c2csnn2)C(C(=O)NC2CCCC2)c2cccnc2)cc1 (centres undefined) | -3 | 3 | -3 | 4 | 5 | 1.1 | 1.0 | -7.8 | 0 | 22
COc1ccc(/C=C(\C#N)c2c[nH]c3ccccc23)cc1 | 8 | 10 | 4 | 3 | -1 | -0.4 | 3.6 | -0.3 | 15* | -3
O=C(O)c1cccc2c1C(=O)N(C1CCCC1)C2 | -6 | 4 | 1 | -5 | 4 | -1.4 | 4.8 | -2.3 | 0 | 8
COc1ccccc1CNC(=O)C1CCCN(S(=O)(=O)c2cccc3nsnc23)C1 (centres undefined) | -8 | 9 | -3 | 0 | -2 | -0.7 | 2.3 | i | 3 | 16
CCOC(=O)C1=C(C)NC2=C(C(=O)C(C(=O)OCC)C(c3cccc(OC)c3)C2)C1c1ccccn1 (centres undefined) | 0 | -2 | 3 | -7 | 3 | -2.2 | 3.5 | i | 0 | 32
Cc1ccsc1C1CC(=O)NC2=C1C(=O)CC(C)(C)C2 (centres undefined) | 6 | 2 | 2 | -1 | -6 | -0.2 | 2.1 | 0.3 | 1 | 14
Clc1ccc(CN(CC2CCCO2)C(c2cccs2)c2nnnn2C2CCCC2)cc1 (centres undefined) | -6 | -4 | 3 | -28 | -20 | 1.8 | -1.5 | i | 4 | 15
CCOc1ccc2[nH]c3c(NCCN(CC)CC)ncnc3c2c1 | 5 | 7 | 21 | 5 | 5 | 3.9 | 1.0 | i | -3 | 27
C[C@]12c3[nH]c4cc(-c5ccco5)ccc4c3CCN1C(=O)[C@@H](CC(=O)NCCN1CCOCC1)C[C@@H]2C(=O)N1CCCCC1 | -1 | 13 | 35* | 10 | x | 0.7 | x | -0.4 | x | x
CN(Cc1ccc(F)cc1)C(=O)CCc1nnc(-c2ccccc2)o1 | -1 | -1 | 5 | -10 | -7 | x | 1.8 | i | 3 | -12
COc1ccc(C2CC(c3cccs3)=NN2C(=O)CCCC(=O)O)cc1OC (centres undefined) | -8 | 18 | -3 | x | x | 0.6 | x | -0.8 | x | x
CCC(CC)C(=O)N(C)c1c(C)nc2c(OCc3cc(Cl)cc(Cl)c3)cccn12 | x | -3 | -2 | x | x | -0.1 | x | -3.3 | x | x
C(=C\c1ccccc1)/CNCC1CCCO1 (centres undefined) | 11 | 1 | -2 | -8 | 10 | 1.2 | 0.5 | i | -3 | 20
Cc1ccc(C(=O)N(CC(C)C)c2nc3ccccc3s2)o1 | -7 | 3 | 1 | -4 | -6 | 1.6 | -0.6 | 0.6 | -2 | 2
Cc1c(NC(=O)/C=C/c2ccc(S(=O)(=O)N3CCOCC3)cc2)c(=O)n(-c2ccccc2)n1C | 1 | -6 | 1 | -2 | -12 | x | 4.8 | -0.5 | 0 | -9
CC[C@]12C(=O)N(C)C[C@H]([C@@H]3C(=O)N(Cc4ccccc4)C(=O)[C@@H]31)N2C(=O)c1ccccc1 | 3 | -3 | 2 | -8 | x | -0.4 | x | -0.5 | x | x
COc1ccc(-c2noc(CSc3nc(N)cc(=O)[nH]3)n2)cc1 | 2 | -2 | 4 | 2 | -19 | -0.6 | -1.0 | 1.3 | 3 | 9
O=C(NCCc1c[nH]c2ccccc12)/C(=C/c1cccnc1)NC(=O)c1ccccc1 | 21 | -6 | 3 | -6 | 1 | x | 0.0 | -0.4 | -1 | 6
COc1cccc(CN(C)S(=O)(=O)c2ccccc2Br)c1 | 5 | -1 | 4 | -15 | x | 1.0 | x | -0.2 | x | x
COc1ccc(C(=O)CCC(=O)N2CCN(c3ccccc3)CC2)cc1 | -7 | 8 | 1 | -1 | 4 | 0.1 | x | i | 2 | 6
CC(C)(C)c1ccc(C(O)c2ncc(-c3ccccc3Cl)[nH]2)cc1 (centres undefined) | x | 4 | -1 | x | x | -1.2 | x | -1.6 | x | x
CCCCSc1nc2ccccc2n1CC(=O)O | -20 | -5 | -4 | 6 | -1 | x | 2.4 | i | 0 | 18
Nc1ccc2c(c1)sc1ccccc12 | -6 | 1 | 3 | 17 | 0 | x | -0.9 | i | -1 | 43
COc1cc(/C=N/N2CCN(Cc3ccccc3)CC2)cc(OC)c1OC | -2 | 12 | 0 | x | x | -2.0 | x | -0.8 | x | x

Some of the entries so far, with values under each structure:
Below each compound – MazF activator | GDH-TPI counter | Mtb FBA inh | PriA SSB inh | Rv3671c protease | BioA inh | Mtb UGM inh | Vc quorum ag | SARS 3CLpro inh | VHR inh abs
O=C(Cc1coc2ccc3ccccc3c12)Nc1nnc(C2CC2)s1
  4 | 3 | 3 | -14 | -5 | -0.8 | 2.7 | -0.1 | 2 | 17
Cc1ccc(N(C(=O)c2csnn2)C(C(=O)NC2CCCC2)c2cccnc2)cc1 (centres undefined)
  -3 | 3 | -3 | 4 | 5 | 1.1 | 1.0 | -7.8 | 0 | 22

An excerpt (hit frequency here may not be typical).
